Mtb FBA inh = inhibitors of M. tuberculosis fructose-bisphosphate aldolase; P9WQA3; purified M. tuberculosis FBA, fluorescence read-out; inhibition, % at 1 µM; 2.3% of 360,000 active; in the data active = inhibition above about 27%;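 note: 0% = vehicle and 100% = reference inhibitor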
PriA SSB inh = inhibitors of Klebsiella pneumoniae PriA binding to SSB C-terminal tail. AlphaScreen SSBct-PriA binding, biotinylated peptide. inhibition, % at 33 µM. 0.6% of 430,000 active. AID 1272365; in the data active = inhibition mostly above about 37%, no sharp cut-off; inactive = mostly below about 20%;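 note: plate controls were negative control peptide for no effect and reference peptide for full effect; strong numbers were not always called active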
UGM FP inh = Mtb UDP-galactopyranose mutase inhibition | P9WIQ1 | inhibition, % at 10 µM | purified UGM, fluorescence polarization probe displacement | 0.06% of 320,000 active; in the data active = inhibition above about 10%, passing the limit was not always enough
Target sequence (P9WIQ1 whole entry, looked up): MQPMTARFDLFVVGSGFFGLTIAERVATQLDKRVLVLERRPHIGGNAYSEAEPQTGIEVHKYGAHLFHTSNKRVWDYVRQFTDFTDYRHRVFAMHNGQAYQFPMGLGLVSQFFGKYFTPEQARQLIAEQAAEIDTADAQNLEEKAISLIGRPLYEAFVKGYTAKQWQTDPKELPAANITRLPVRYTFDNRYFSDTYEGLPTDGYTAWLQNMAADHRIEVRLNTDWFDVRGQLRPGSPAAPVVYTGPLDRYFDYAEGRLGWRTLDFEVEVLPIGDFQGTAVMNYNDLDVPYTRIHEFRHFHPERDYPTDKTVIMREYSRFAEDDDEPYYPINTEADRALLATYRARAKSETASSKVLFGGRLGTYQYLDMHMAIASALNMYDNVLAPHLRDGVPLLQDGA
BH1578 lux ind = induces V. cholerae light production without autoinducers. V. cholerae BH1578 lux reporter, luminescence, 6 h. activation, % at 18.7 µM. 0.16% of 350,000 active; in the data active = activation mostly above about 9.7%, no sharp cut-off; note: not every result past the cut was called active; inactives centre near 0; reference of the scale not given here
GDH-TPI counter = counter-screen for M. tuberculosis FBA inhibitors: GDH-TPI coupled enzymes. GDH-TPI coupled enzyme counterscreen, NADH absorbance. inhibition, % at 4.8 µM. 1.2% of 360,000 active; in the data active = inhibition above about 30%;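 note: 0% = DMSO wells and 100% = wells lacking the enzyme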
Rv3671c inh = Rv3671c (M. tuberculosis) protease inhibition | inhibition, % at 5.96 µM | 0.048% of 320,000 active | AID 2606; in the data active = inhibition above about 38%;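 note: extracellular domain of Rv3671c used as enzyme; 0% = enzyme with DMSO and 100% = no enzyme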
Target sequence (P9WHR9 whole entry, looked up, the tested form may be a part): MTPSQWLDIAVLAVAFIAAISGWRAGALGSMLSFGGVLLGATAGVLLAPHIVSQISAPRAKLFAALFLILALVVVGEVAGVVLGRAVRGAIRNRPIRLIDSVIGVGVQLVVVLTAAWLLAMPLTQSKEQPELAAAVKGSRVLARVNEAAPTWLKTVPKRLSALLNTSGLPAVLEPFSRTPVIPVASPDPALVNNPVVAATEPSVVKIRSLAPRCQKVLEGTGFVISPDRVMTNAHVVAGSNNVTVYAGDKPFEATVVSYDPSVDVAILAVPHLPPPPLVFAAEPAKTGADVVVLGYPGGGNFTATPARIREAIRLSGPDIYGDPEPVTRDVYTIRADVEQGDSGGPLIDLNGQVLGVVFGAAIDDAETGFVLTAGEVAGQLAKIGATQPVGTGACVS
3CLpro inhibitor = SARS-CoV 3CLpro protease inhibition; inhibition, % at 6 µM; 0.14% of 290,000 active; recombinant SARS-CoV 3CLpro, quenched FRET peptide cleavage; P0C6X7; in the data active = inhibition above about 12%
BioA inh = BioA (M. tuberculosis) enzyme inhibition. purified M. tuberculosis BioA enzyme, plate reader. inhibition, % at 9.99 µM. 0.096% of 360,000 active; in the data active = inhibition above about 40%
VHR inh abs = inhibitors of human VHR1 phosphatase (DUSP3). P51452. recombinant VHR phosphatase, pNPP absorbance. inhibition, % at 13.3 µM. 0.52% of 290,000 active. AID 1654; in the data active = inhibition above about 50%; note: some compounds called inactive have numbers as strong as hits
Target sequence (P51452 whole entry, looked up): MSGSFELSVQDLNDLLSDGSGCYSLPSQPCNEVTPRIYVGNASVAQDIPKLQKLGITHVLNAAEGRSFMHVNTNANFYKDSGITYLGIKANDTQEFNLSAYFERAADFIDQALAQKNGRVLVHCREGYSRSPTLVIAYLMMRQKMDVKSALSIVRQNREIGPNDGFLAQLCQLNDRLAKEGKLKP
MazF activator = MazEF (E. coli) toxin RNase activation; P0AE70; FAM/BHQ RNA-DNA oligo cleavage fluorescence, 5 h; activation, % at 20 µM; 0.32% of 350,000 active; AID 504720; in the data active = activation above about 50%
* hit, by the source's call; i = inactive; x = not tested or not shown.

Fields – Mtb FBA inh, PriA SSB inh, UGM FP inh, BH1578 lux ind, GDH-TPI counter, Rv3671c inh, 3CLpro inhibitor, BioA inh, VHR inh abs, MazF activator
#1 COc1ccc(C(=O)OCC(=O)Nc2ccc(Cl)cn2)cc1
→ 2, 5, 0.0, i, 26, -1, 2, -2.1, 6, 12
#2 O=C(N/N=C/C1CC=CCC1)c1cc2ccccc2cc1O (centres undefined)
→ 7, x, -1.6, 3.0, 7, -3, -3, -3.0, -4, -10
#3 Cc1nc2c(C)cccc2cc1C(=O)N/N=C/c1ccc(N(C)C)cc1
→ 3, x, 1.3, -0.6, 51*, -6, 0, -1.6, 30, 3
#4 CN(C)c1ccc(C(=O)c2ccc(N(C)C)cc2)cc1
→ 2, -7, 2.9, -0.5, 40*, 2, 3, 0.9, 27, 14
#5 Clc1ccc(C2[C@H]3CN(Cc4ccc(-c5ccccc5)cc4)[C@H](c4ccccc4)C34CC2(c2ccccc2)C4)cn1 (some centres undefined)
→ x, -4, 0.3, x, x, -6, x, x, 22, -28
#6 COc1ccc(C(CNC(=O)c2ccc(C)o2)N2CCOCC2)cc1 (centres undefined)
→ -1, -17, -1.8, i, 4, 5, x, -0.3, x, 2
#7 COC(=O)c1ccc(/C=N\N2CCN(c3ccccc3)CC2)cc1
→ 1, x, 2.2, -0.5, -2, x, 1, 0.1, 51*, 11
#8 Cc1cccc(C)c1NS(=O)(=O)c1ccc(-c2ccc(=O)[nH]n2)o1
→ 1, -14, -2.7, -0.1, -1, 5, 8, -1.8, -22, 13
#9 COC(=O)c1ccc2c(c1)NC(=O)C1CCCN21 (centres undefined)
→ 4, 1, 1.1, -0.3, -1, -12, x, 0.1, x, -15
#10 O=C(CCCN1C(=O)/C(=C/c2ccccc2Cl)SC1=S)NNC(=O)c1ccc(Cl)cc1
→ -3, -10, -0.1, -0.3, 5, -4, -2, x, -4, -27
#11 CN(CC(=O)N(C)CC(=O)Nc1c(Cl)cccc1Cl)Cc1ccc(Br)s1
→ -2, -13, 1.7, i, 6, -2, x, -0.1, x, 6
#12 CC(Sc1ccc(Cl)cc1)C(=O)NNC(=O)c1ccco1 (centres undefined)
→ 1, -14, -0.3, -3.8, -9, -2, x, x, x, 4
#13 Cc1cc(C)n2nc(Cc3ccccc3)nc2n1
→ 1, -5, -1.7, i, -2, 8, 3, x, -4, 1
#14 C=CCn1c(C)nc2c(sc3nc4c(cc32)COC(C)(C)C4)c1=O
→ 6, 8, -4.8, -0.5, 21, -3, -1, x, 6, 6
#15 Cc1occc1C(=O)Nc1ccc2c(c1)CCC2
→ 2, -11, -1.8, i, 0, 3, 6, x, -16, -6
#16 COc1ccc(-n2c(CN3CCN(c4ccccc4)CC3)nc3ccc([N+](=O)[O-])cc3c2=O)c(OC)c1
→ 4, 1, 0.1, i, 14, 4, -7, x, 18, 4
#17 CC(NC(=O)c1ccc(Cl)cc1)C1CC2CCC1C2 (centres undefined)
→ 1, -7, 4.5, 0.3, -4, -2, 1, -0.7, 1, 5
#18 Cc1c(N(C(=O)CNC(=O)c2ccccc2)C2(C(=O)NC3CCCC3)CCCCC2)c(=O)n(-c2ccccc2)n1C
→ 1, -5, -2.2, -0.2, -4, 8, 3, 0.1, 21, -11
#19 C/C(=N\Nc1cc(N2CCOCC2)ncn1)c1ccc(O)cc1
→ -1, x, -2.3, i, 16, 1, 0, -0.3, -8, 10
#20 Clc1ccc(OCCCN2CCCC2)cc1Cl
→ 2, -16, 0.5, -0.2, 4, -5, -2, x, -12, -9

Fields – Mtb FBA inh, PriA SSB inh, UGM FP inh, BH1578 lux ind, GDH-TPI counter, Rv3671c inh, 3CLpro inhibitor, BioA inh, VHR inh abs, MazF activator
#21 COc1ccccc1CN1C(=NC(=O)C2CCCCC2)SC2CS(=O)(=O)CC21 (centres undefined)
→ -1, -9, 5.9, -4.3, 6, -1, 0, x, 5, -9
#22 Cc1c(C)n2c(SCC(=O)N3CCOCC3)nnc2[nH]c1=O
→ 4, -4, 4.5, -1.0, 6, -7, x, 1.5, x, -3
#23 CCNc1ccc(P(=O)(c2ccccc2)c2ccccc2)cc1
→ 2, -3, -0.5, -0.5, -4, 2, 2, x, 9, 1
#24 COc1cccc(C(=O)N2CCOCC2)c1OC
→ 0, -3, -0.7, i, -2, 14, 3, x, -9, 10
#25 COc1ccccc1N(CC(=O)NCCSCc1ccccc1Cl)S(C)(=O)=O
→ 3, -4, 4.4, -0.4, -1, 2, -1, -3.0, x, 4
#26 Cc1cc(C)c(NC(=S)N(C)C)c(C)c1
→ 4, -13, 1.8, -0.3, 4, 1, 2, x, 10, 6
#27 Clc1ccc(CSc2ncnc3c2ncn3C2CCCCO2)cc1 (centres undefined)
→ 1, -6, x, i, 3, x, x, -1.6, x, -4
#28 C=CCN1CC(O)=C(c2nc3ccccc3[nH]2)C1=N
→ 2, -1, 0.4, -0.5, -1, 3, 1, 2.4, -15, 2
#29 Cc1ccc(S(=O)(=O)N2c3ccc(S(N)(=O)=O)cc3CC2C)cc1 (centres undefined)
→ 2, -12, -0.2, -0.2, -1, 9, -2, 0.8, -14, 2
#30 Cc1nc(C)n(CCNC(=O)c2ccco2)n1
→ -1, -14, 0.5, i, 9, x, 2, -2.2, 26, 2
#31 Cc1ccc(SCc2nc(-c3ccncc3)no2)cc1
→ 0, -17, -2.5, -0.3, 4, 0, -3, 0.9, 11, 1
#32 COc1ccc(OC)c(CCNC(=O)c2cccc(NC3=NC4CS(=O)(=O)CC4S3)c2)c1 (centres undefined)
→ 0, -5, -1.1, 0.3, -4, 3, -6, 0.4, 17, 7
#33 CC1CN(C(=O)CCC(=O)NCc2ccc(Cl)cc2)c2ccccc2O1 (centres undefined)
→ 1, -7, 4.2, i, 12, -2, -2, 1.8, -30, 2
#34 CC(=O)N1CCN(C(=O)CCc2nc3ccccc3c(=O)[nH]2)CC1
→ 8, -9, 1.1, i, 23, 10, 10, -2.2, -10, 2
#35 CN(CC(=O)Nc1cccc(F)c1)C(=O)c1cc2c(s1)CCCCC2
→ -2, -22, -2.4, i, 1, -4, x, -1.7, x, -9
#36 Cc1ccc(Cl)cc1C1=CC(=O)C[C@H](c2ccc(F)cc2)C1
→ -1, -4, -0.9, i, -2, -11, x, -2.0, x, -5
#37 COc1ccc(NC(=O)C(Sc2nnc(-c3ccncc3)n2-c2ccccc2C)c2ccccc2)cc1Cl (centres undefined)
→ 3, -1, -1.7, -0.6, 9, -30, 0, -4.2, 17, -1
#38 COc1ccc(NN=Nc2ccc([N+](=O)[O-])cc2)cc1
→ -1, 3, 0.9, i, 9, x, 1, -0.3, 17, 13
#39 CC1(C)NC(=O)N(CCSc2ccc(Cl)cc2)C1=O
→ -1, -6, -0.1, i, -16, -2, 5, -1.9, 47, 2
#40 Cc1cc(-c2ccccc2)nc(Cl)c1C#N
→ -1, -19, -1.4, -0.3, -7, 2, 0, x, -7, 3

3 records picked at random from those above:
Fields – Mtb FBA inh, PriA SSB inh, UGM FP inh, BH1578 lux ind, GDH-TPI counter, Rv3671c inh, 3CLpro inhibitor, BioA inh, VHR inh abs, MazF activator
#37 COc1ccc(NC(=O)C(Sc2nnc(-c3ccncc3)n2-c2ccccc2C)c2ccccc2)cc1Cl (centres undefined)
→ 3, -1, -1.7, -0.6, 9, -30, 0, -4.2, 17, -1
#36 Cc1ccc(Cl)cc1C1=CC(=O)C[C@H](c2ccc(F)cc2)C1
→ -1, -4, -0.9, i, -2, -11, x, -2.0, x, -5
#23 CCNc1ccc(P(=O)(c2ccccc2)c2ccccc2)cc1
→ 2, -3, -0.5, -0.5, -4, 2, 2, x, 9, 1

More entries follow.
Fields – Mtb FBA inh, PriA SSB inh, UGM FP inh, BH1578 lux ind, GDH-TPI counter, Rv3671c inh, 3CLpro inhibitor, BioA inh, VHR inh abs, MazF activator
#41 N#C[C@H](O[C@@H]1O[C@H](CO[C@@H]2O[C@H](CO)[C@@H](O)[C@H](O)[C@H]2O)[C@@H](O)[C@H](O)[C@H]1O)c1ccccc1
→ 4, -2, 2.9, -0.2, 6, 2, x, -0.3, x, 3
#42 CCOc1c(OC)cccc1C1CC(=O)Nc2cc3c(cc21)OCCO3 (centres undefined)
→ 3, 13, 1.7, -0.2, 7, 2, -1, 0.4, 15, 0
#43 COc1ccc2nc(NC(=O)CN3C(=O)NC4(CCCC4)C3=O)sc2c1
→ -1, 1, -0.3, i, 0, -3, x, x, x, 2
#44 COc1ccc(C(=O)OCC(=O)Nc2cccc(S(=O)(=O)N3CCCCCC3)c2)cc1[N+](=O)[O-]
→ -1, 25, x, -0.3, 7, x, x, -1.6, x, -22
#45 O=C1CCCN1CN(C(=O)c1ccc2c(c1)OCO2)c1ccc(F)cc1
→ 0, -6, -0.1, i, -5, 3, 2, -1.8, 18, 0
#46 COc1ccc(CN(Cc2ccncc2)C(=O)CCC(=O)O)cc1
→ -1, 5, -4.6, -0.4, -4, 7, -2, -0.5, 10, -4
#47 CC1=NN(c2ccccc2)C(=O)/C1=C\c1cn(CCC#N)nc1-c1ccc(Cl)cc1
→ 0, -4, -0.6, i, 7, -122, -3, x, 3, 7
#48 CC(C)N=C(NS(=O)(=O)c1cccs1)c1ccccc1
→ -1, 4, 0.2, 2.2, -4, 2, -1, -0.5, 16, -5
#49 CCOCCCNC(=O)C(c1ccc(C)cc1)N(Cc1cccs1)C(=O)CNC(C)=O (centres undefined)
→ 2, -1, 0.7, 1.4, 4, -4, -1, x, 8, -14
#50 COc1ccc(CNC(=O)[C@H](C)N2C(=O)N3CCc4c([nH]c5ccc(OC)cc45)[C@@]3(C)C2=O)cc1
→ 2, 2, -0.7, -0.6, 6, -1, 5, -1.2, 25, 8
#51 CCOCCCNC(=O)C1c2ccccc2C(=O)N2CCc3ccccc3C12 (centres undefined)
→ 0, -9, 2.6, 0.1, 19, -10, -4, -0.1, 14, 2
#52 CCSc1nnc(NC(=O)C(CC)(C(F)(F)F)C(F)(F)F)s1
→ -1, 4, -1.4, -2.8, 6, 5, 2, 4.5, 3, -3
#53 C[C@]1(CC/C(=C/CO)CO)[C@H](C=O)CC[C@@]23COC(=O)C2=CCC[C@@H]31
→ 2, x, x, -0.3, 0, x, x, -1.5, x, x
#54 CC(OC(=O)c1cccc(S(=O)(=O)N2CCN(C)CC2)c1)C(=O)Nc1ccc(C(N)=O)cc1 (centres undefined)
→ -1, -17, 2.9, i, -2, 0, x, 14, x, -2
#55 O=C(CN1C(=O)NC2(CCCCC2)C1=O)N(Cc1ccco1)Cc1cccs1
→ -1, -4, 1.6, -0.5, 7, -3, x, -0.6, x, -5
#56 CCC(C)NCCOCCOc1ccc(Cl)cc1Br (centres undefined)
→ 9, -6, x, i, 9, 3, -2, -0.1, -15, -23
#57 CCOC(=O)C1=C(COC(=O)CNC(=O)c2ccc(Cl)cc2Cl)NC(=O)NC1C (centres undefined)
→ -2, -3, 4.7, i, 2, 5, x, 0.0, x, 5
#58 Cc1ccc(C)c(Cn2c(C(C)O)nc3ccccc32)c1 (centres undefined)
→ 4, -9, -1.1, 0.8, -7, 3, -3, 0.0, 26, 3
#59 NS(=O)(=O)c1ccc(S(=O)(=O)N2CCN(C3CCCC3)CC2)cc1
→ -1, 5, -4.3, -0.3, 1, 1, 1, x, 38, 6
#60 CC(=O)Oc1ccc2c(=O)c(-c3nc4ccccc4s3)coc2c1
→ 2, 3, 0.3, -0.3, -4, -11, -1, x, 12, -12

One compound at a time, as listed above:
`CCSc1nnc(NC(=O)C(CC)(C(F)(F)F)C(F)(F)F)s1` as listed: Mtb FBA inh = -1; PriA SSB inh = 4; UGM FP inh = -1.4; BH1578 lux ind = -2.8; GDH-TPI counter = 6; Rv3671c inh = 5; 3CLpro inhibitor = 2; BioA inh = 4.5; VHR inh abs = 3; MazF activator = -3
`C[C@]1(CC/C(=C/CO)CO)[C@H](C=O)CC[C@@]23COC(=O)C2=CCC[C@@H]31` as listed: Mtb FBA inh = 2; PriA SSB inh = x; UGM FP inh = x; BH1578 lux ind = -0.3; GDH-TPI counter = 0; Rv3671c inh = x; 3CLpro inhibitor = x; BioA inh = -1.5; VHR inh abs = x; MazF activator = x

A portion of the library (hit frequency here may not be typical).
